H9c2 protect – myocardial damage modulation in H9c2 cells; H9c2 cardiomyocytes, H2O2 injury protection, ATPLite, 2 h; protection from H2O2 cell death, % at 20 µM; 360,000 compounds, 0.63% hits; AID 588492;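 active = compounds giving at least 50% protection of heart cells from peroxide-induced death in the single-dose screen, raw or plate-pattern-corrected value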;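 also: 0% = DMSO wells with peroxide and 100% = DMSO wells without peroxide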
Peg3 promoter – inhibitors of Peg3 promoter. inhibition, % at 20 µM. AID 588405. 360,000 compounds, 1.7% hits. HeLa PEG-Prom luciferase reporter, luminescence, overnight;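 active = inhibition of at least 50% at 20 µM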
CaV13 FRET inh – Primary screen for inhibitors of IQ motif and Ca2+-dependent inactivation inhibitor domain binding in CACNA1D, Förster resonance energy transfer in living cells, …. HEK cells, CFP/YFP FRET ICDI-IQ, plate reader, 10 min; percent FRET-ratio fall versus neutral wells. inhibition, % at 12.3 µM. 340,000 compounds, 0.098% hits. AID 743397;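 active = mean replicate inhibition of at least 30% and at least 1% of replicates passing that level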;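 also: 0% = median of the neutral control wells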
NR2E3 ag-1 – human photoreceptor-specific nuclear receptor agonism. 360,000 compounds, 0.35% hits. Q9Y5X4. AID 602229. CHO-S Gal4-NCOR/VP16-NR2E3 two-hybrid, luciferase. inhibition of corepressor binding, % at 3.98 µM;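 active = inhibition above the mean of all tested compounds plus 3 SD, cut at about 70% in these data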;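 also: 0% = DMSO with NR2E3 transfected cells and 100% = cells lacking NR2E3 construct; higher means lower luciferase signal from less NR2E3 corepressor binding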
Target sequence (Q9Y5X4 whole entry, looked up, the tested form may be a part): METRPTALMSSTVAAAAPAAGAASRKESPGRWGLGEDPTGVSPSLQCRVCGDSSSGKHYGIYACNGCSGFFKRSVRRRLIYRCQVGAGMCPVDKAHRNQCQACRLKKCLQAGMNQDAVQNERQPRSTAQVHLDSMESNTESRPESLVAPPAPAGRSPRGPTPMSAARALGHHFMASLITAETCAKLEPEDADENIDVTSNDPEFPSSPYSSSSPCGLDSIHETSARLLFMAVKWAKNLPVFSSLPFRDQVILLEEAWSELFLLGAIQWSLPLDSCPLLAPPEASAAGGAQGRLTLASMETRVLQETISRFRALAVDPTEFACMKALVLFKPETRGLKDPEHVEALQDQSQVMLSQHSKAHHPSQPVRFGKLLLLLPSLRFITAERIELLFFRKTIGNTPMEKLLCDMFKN
HTR2A ag – mouse HTR2A agonism via beta-arrestin recruitment. CHO-K1 mHTR2A beta-arrestin complementation, luminescence; percent of 30 µM serotonin response. activation, % at 7.6 µM. 360,000 compounds, 0.66% hits;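 active = activation above a run cutoff, the mean activation of all tested compounds plus 3 SD, cut at about 14% in these data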;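 also: 0% = plate median of compound wells and 100% = 30 µM serotonin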
Target sequence (P35363 whole entry, looked up): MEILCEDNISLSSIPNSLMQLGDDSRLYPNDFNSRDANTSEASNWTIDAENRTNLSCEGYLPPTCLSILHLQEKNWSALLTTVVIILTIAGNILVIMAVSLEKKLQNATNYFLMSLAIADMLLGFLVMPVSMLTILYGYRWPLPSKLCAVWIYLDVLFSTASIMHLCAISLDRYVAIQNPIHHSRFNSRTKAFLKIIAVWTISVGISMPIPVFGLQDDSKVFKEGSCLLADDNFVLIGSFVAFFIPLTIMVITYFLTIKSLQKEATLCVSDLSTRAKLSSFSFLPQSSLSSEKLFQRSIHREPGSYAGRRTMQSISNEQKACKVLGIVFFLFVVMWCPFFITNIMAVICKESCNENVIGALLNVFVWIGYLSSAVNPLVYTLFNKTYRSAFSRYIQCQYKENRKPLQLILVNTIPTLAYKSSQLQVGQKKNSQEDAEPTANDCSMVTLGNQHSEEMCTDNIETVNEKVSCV
Shn3 inh set2 – Schnurri-3 reporter inhibition in Clone20 osteoblasts; inhibition, % at 12.5 µM; Clone20 osteoblast Shn3 3'UTR firefly luciferase, 24 h; AID 588674; 360,000 compounds, 0.52% hits;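 active = mean inhibition of at least 75% with every replicate also reaching 75%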;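 also: 0% = median of neutral control wells and 100% = pilot-screen positive control compound; some compounds past the cut are filed as inactive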
NR2E3 ag-2 – activates human photoreceptor nuclear receptor NR2E3. AID 2300. 320,000 compounds, 0.12% hits. Q9Y5X4. GST-NR2E3/biotin-RetCOR TR-FRET, 1536-well. inhibition of corepressor binding, % at 4.78 µM;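 active = percent inhibition above the cutoff of mean plus 3 SD of all tested compounds, set per screening campaign, cut at about 20% in these data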;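 also: 0% = DMSO wells and 100% = biotin wells as full block of FRET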
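Material: NR2E3–RetCOR corepressor complex | Quantity: 1.35 nM GST-tagged NR2E3 final | Schedule: 5 h at 4 °C | Replication: Singlicate compound wells | Reagent: RetCOR corepressor, biotinylated, 7 nM | Controls: Biotin wells as high control, 0.6% DMSO wells as low control | Signal: TR-FRET, Eu(K)-anti-GST donor, streptavidin-D2 acceptor, ex 340, em 617/671 nm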
PDI turbidity – blocks human protein disulfide isomerase activity; PDI insulin aggregation turbidity, A650, 90 min; P07237; inhibition, % at 10 µM; AID 588391; 350,000 compounds, 0.052% hits;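 active = mean inhibition across replicates of 30% or more, whatever share of single replicates reach that level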;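 also: absorbance from insulin aggregation driven by PDI reduction with DTT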
HIF-2a block – inhibitors of HIF-2a; 786-0 RCC cells HIF-2a reporter, luciferase luminescence, overnight; inhibition, % at 18.8 µM; 360,000 compounds, 0.72% hits;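 active = inhibition of the luminescence signal of 40% or more relative to plate controls, in a single-dose primary screen at 18.75 µM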
MITF TRPM1 inh – inhibitors of MITF-driven TRPM1 promoter in melanoma cells | SK-MEL-5 TRPM1 promoter luciferase, 24 h | 330,000 compounds, 0.83% hits | inhibition, % at 12.5 µM | AID 488899;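 active = mean inhibition across replicates of 60% or more, whatever share of single replicates reaches that level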; also: values of inactives mirror those of a sister screen read the other way
iPSC survival up – increases survival of single human iPS cells; 360,000 compounds, 0.044% hits; survival enhancement, % at 20 µM; hiPSC single-cell survival, ATPlite luminescence; 100% = ROCK inhibitor wells, 0% = DMSO; AID 602274; in the data active = survival enhancement above about 18%;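 also: cells exposed to compounds for 16 hours before the ATP read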
Active calls of the source: *; x = not tested or not shown.

mol | H9c2 protect | Peg3 promoter | CaV13 FRET inh | NR2E3 ag-1 | HTR2A ag | Shn3 inh set2 | NR2E3 ag-2 | PDI turbidity | HIF-2a block | MITF TRPM1 inh | iPSC survival up
O=C(NC1CCCC1)C1c2ccccc2C(=O)N1CCCN1CCOCC1 (configuration not stated) | -1 | 9 | -10 | -14 | 1 | 6 | -1 | -5 | 11 | 11 | -1.8
Cc1cc(=O)[nH]c(N/N=C/c2ccccc2C(F)(F)F)n1 | 1 | -21 | -4 | 7 | 6 | -25 | 0 | 0 | -1 | -2 | 1.0
C[C@H](CO)N1C[C@H](C)[C@H](CN(C)C(=O)Nc2ccnc(N3CCOCC3)c2)OCc2cnnn2CCCC1=O | -4 | -12 | -10 | -15 | -1 | 3 | x | -3 | 17 | x | 4.8
O=C(Cc1ccc(NC(=O)C2CCN(C(=O)C3CCC3)CC2)cc1)Nc1cccc(C(=O)N2CCCC2)c1 | -2 | 3 | -9 | -12 | -2 | -11 | x | 8 | -2 | 9 | -1.8
CCC(=O)Nc1ccc(C(=O)NNC(=O)c2ccccc2)cc1 | 0 | -6 | -4 | 3 | -6 | -3 | 1 | -1 | -7 | -14 | 2.7
Cc1cc(Oc2ccc(=O)n(C)n2)nc(SCc2ccccc2)n1 | 9 | 1 | 4 | -15 | 0 | 10 | -1 | 0 | 6 | -2 | -0.1
CC(C)[C@H]1COCCS(=O)(=O)N1Cc1ccccc1 | -3 | 1 | -10 | -4 | 5 | -19 | 1 | 9 | 9 | 1 | 0.0
COC(=O)NC(NC(=S)Nc1cccc(C)c1)C(Cl)(Cl)Cl (configuration not stated) | -10 | 7 | -4 | -6 | -3 | 10 | 3 | 6 | 12 | 4 | 1.3
NC(=O)c1sc2cc(C(F)(F)F)cnc2c1-c1ccccc1 | 7 | 19 | -3 | 20 | 2 | -15 | 6 | -7 | 17 | -2 | -3.5
CCCOc1ccc(CSc2n[nH]c(C)n2)cc1 | -6 | -175 | -5 | -154 | -2 | x | -1 | -2 | -188 | -29 | -0.5
COc1ccc(OC)c(-n2c(=S)[nH]c3cc(C(=O)N4CCN(c5ccccc5)CC4)ccc3c2=O)c1 | 4 | 8 | -2 | -6 | 0 | -18 | -3 | -1 | 25 | -1 | 1.7
CC(=O)N1CCN(c2ccc(NC(=O)c3ccccc3)cc2)CC1 | 7 | -86 | -21 | -20 | -1 | -52 | -1 | 17 | -118 | -37 | 0.0
COc1ccc(/C=C/c2nc(-c3ccccc3O)n(-c3ccccc3)n2)cc1 | 3 | 1 | -4 | -14 | 1 | 22 | -5 | -25 | -11 | -17 | 5.4
CCOc1ccc(N(CC(=O)NCc2ccc(C)cc2)S(=O)(=O)c2c(C)[nH]c(=O)[nH]c2=O)cc1 | 3 | -7 | x | -11 | -6 | -4 | -2 | 1 | 3 | 7 | 2.7
CCc1ccc(-c2csc(-c3c[nH]c4ccccc34)n2)cc1 | -12 | -225 | -16 | -117 | -1 | -53 | 0 | 8 | -272 | -61 | -1.3
O=C(NCC(c1ccco1)N1CCc2ccccc2C1)C(=O)Nc1ccccc1F (configuration not stated) | -10 | 2 | -3 | -1 | -3 | 28 | -6 | -7 | 11 | -10 | -0.2
O=C(NCCO)c1ccc2[nH]c3ccccc3c2c1 | 6 | -28 | x | -11 | -4 | -27 | 2 | 4 | -46 | -1 | 0.7
Cc1ccc(C(=O)N(C)CC(=O)Nc2cccc(C)c2C)o1 | 4 | 2 | -7 | -33 | -4 | 0 | -2 | 0 | 10 | -5 | -0.1
CCCCCCCOC(=O)c1ccc(OC(=O)c2cccnc2)cc1 | -5 | -72 | x | -21 | 1 | -28 | 6 | -1 | -145 | -37 | -0.2
Cc1c(Cl)cccc1NC(=O)NCc1cccnc1 | 0 | 0 | -3 | 10 | -1 | -19 | x | 0 | -26 | 2 | 0.1
Cc1ccc(C(C)C)cc1OCCOCCN1CCCC1 | 5 | 0 | -3 | 15 | -7 | -7 | 0 | -12 | 8 | 6 | -0.6
COc1cccc(-c2cc3nc(C)c(C)c(N4CCN(C(=O)c5ccoc5)CC4)n3n2)c1 | 56* | -9 | -5 | -13 | -1 | 16 | x | -5 | -30 | x | -2.2
CCC1Sc2ccc(S(=O)(=O)CCC(=O)Nc3ccc(C(=O)OC)cc3)cc2NC1=O (configuration not stated) | 9 | 2 | -5 | -9 | 2 | 16 | 1 | 4 | 10 | 2 | 0.2
Cc1ccc(C(=O)n2c3ccccc3c3ccccc32)cc1 | -6 | -12 | 0 | -50 | -4 | 16 | 3 | 1 | -55 | 2 | 3.7
C=CCOC(=O)C1=C(C)N=C2SCCC(=O)N2C1/C=C/c1ccccc1 (configuration not stated) | 10 | 10 | -4 | -10 | 2 | 13 | 3 | 9 | 24 | -15 | 0.5
O=C1C=C(c2cc3ccccc3o2)C[C@@H](c2ccc(F)cc2)C1 | -2 | -35 | -4 | -18 | -2 | 11 | 0 | 2 | -50 | -7 | 0.4
CCN(CC)CCNC(=O)c1nn(-c2ccc(Cl)cc2)c2c1CCc1cc(OC)ccc1-2 | -20 | 94* | -6 | 1 | -8 | 36 | x | 8 | -22 | 14 | -3.2
O=C(CN1CCOCC1)NNC(=S)Nc1ccccc1 | 2 | 4 | -2 | 17 | 7 | 11 | 1 | -14 | 4 | -9 | -0.7
O=C(CCc1ccccc1)c1ccc2c(c1)OCCCO2 | -10 | -307 | -9 | -156 | -4 | -68 | -1 | -1 | -254 | -126 | -1.4
CCOc1ccc(C(=O)NC(=S)Nc2cccc(NC(=O)c3ccco3)c2)cc1[N+](=O)[O-] | 8 | 11 | x | -31 | -9 | 10 | -1 | -2 | -3 | 4 | -0.2
CCCCc1cc(=O)oc2cc(OCC(=O)N(CC)CC)c(Cl)cc12 | -4 | -17 | -2 | -9 | 1 | -13 | 2 | x | -19 | -4 | 3.5
CCOc1ccc(OCC)c(NC(=O)CNS(=O)(=O)c2cccs2)c1 | -7 | 11 | -5 | 0 | -1 | 26 | 0 | 1 | 14 | 6 | -1.7
CCN(C(=O)Cn1c(Cl)nc2c1c(=O)n(C)c(=O)n2C)C1CCCCC1 | -2 | 7 | -17 | -7 | 6 | 36 | x | 7 | 10 | 2 | -0.6
CC1CCN(S(=O)(=O)c2ccc(S(=O)(=O)NCc3ccccc3)cc2)CC1 | 0 | 7 | -5 | -15 | 3 | 9 | -1 | -10 | 7 | -6 | -0.1
CC1(C)CC(C)(c2ccc(O)cc2O)N(c2ccc3ccccc3c2)C(=S)N1 (configuration not stated) | -4 | 5 | -5 | -5 | -6 | 15 | 3 | 1 | 11 | 21 | -2.0
Cc1c(Cl)cccc1NC(=O)CCN1C(=O)NC(C)(C)C1=O | -3 | 7 | -7 | 2 | 4 | -4 | x | -1 | 11 | 1 | -0.3
CCOC(=O)N1CCN(C(=O)/C(=C/c2cccs2)NC(=O)c2cccs2)CC1 | 8 | -1 | 8 | -27 | 0 | -6 | 1 | 11 | 5 | 10 | -0.2
Cc1ccc(C(=O)OC(C(=O)O)C(OC(=O)c2ccc(C)cc2)C(=O)O)cc1 (configuration not stated) | 0 | -76 | -3 | 11 | 12 | 9 | -1 | -6 | 20 | -3 | -0.2
Cc1cccc(C(=O)NC(C)C(=O)NC(c2nc3ccccc3[nH]2)C(C)C)c1 (configuration not stated) | 7 | -6 | -5 | 16 | -3 | 0 | -2 | -7 | -3 | -11 | -0.9
O=C1C2C3C=CC(C3)C2C(=O)N1c1cccnc1 (configuration not stated) | -6 | 4 | -9 | 23 | -1 | 10 | 3 | 1 | 10 | -10 | -0.7
O=C(Cc1ccccc1)NC(=S)Nc1cccc(C(F)(F)F)c1 | -25 | 5 | -1 | -13 | 3 | -2 | 3 | 0 | 12 | 5 | 4.4
COc1cc(C=C2C(=O)c3ccccc3C2=O)cc(OC)c1OC | -2 | 8 | 2 | -54 | -4 | 15 | -2 | 7 | 10 | 23 | 0.4
COc1cnc(SCC(=O)O)[nH]c1=O | -7 | -3 | -5 | 2 | 8 | -1 | 2 | 2 | 9 | -9 | 2.0
Cc1ccc(NC(=O)CN2C(=O)NC3(CCCCC3C)C2=O)cc1S(=O)(=O)N1CCOCC1 (configuration not stated) | 5 | 3 | -5 | -25 | -3 | -6 | x | -9 | 15 | x | 1.6
Cc1ccc(/C=C/C(=O)Nc2ccc([N+](=O)[O-])cc2)o1 | -6 | -13 | -6 | -44 | -1 | 31 | 2 | -3 | -316 | -50 | 2.9
O=C(CSCc1ccc(Br)cc1)Nc1ccc(S(=O)(=O)N2CCOCC2)cc1 | -9 | 12 | -7 | -3 | -6 | 10 | 0 | -2 | 21 | -1 | 0.3
Cc1cc(C)cc(-n2c(C)cc(/C=N/NC(=O)c3cccc([N+](=O)[O-])c3C)c2C)c1 | 4 | -9 | x | 2 | -1 | 6 | 4 | 2 | 2 | 1 | -2.4
Cc1cc(C)c(NC(=O)CN2CCN(S(=O)(=O)c3ccc4c(c3)OCCO4)CC2)c(C)c1 | -2 | -23 | -5 | 11 | 1 | -5 | x | 15 | 5 | x | 0.2
COc1cccc(/C=N/NC(=O)C(C)n2nc(C)c([N+](=O)[O-])c2C)c1O (configuration not stated) | 33 | -6 | -15 | -15 | 5 | 47 | 2 | 9 | -25 | 16 | -0.2
CC(C)CCn1c(SCC(=O)NC2CC2)nc2cc(Cl)ccc2c1=O | -1 | 10 | -13 | 28 | -8 | 17 | 0 | 17 | 2 | -7 | -0.6
CCOCCCNCC(=O)NC1(C)C2CCC(C2)C1(C)C (configuration not stated) | -4 | 6 | -4 | -7 | -2 | 3 | -3 | 2 | 9 | -3 | 1.0
O=C(NCCCN1CCOCC1)c1cc2c(s1)CCC2 | -4 | -37 | -4 | -26 | -3 | -16 | -1 | 2 | -73 | -8 | 0.2
CC1(C)C[C@@H](O)[C@]2(C)CC[C@]3(C)C(=CCC4[C@@]5(C)CC[C@H](O)[C@](C)(CO)C5CC[C@]43C)[C@@H]2C1 (some centres not stated) | -3 | 16 | x | 3 | 2 | -10 | x | x | -4 | x | -0.3
CCOC(=O)C1(C)CCCN1C(=O)c1cc(F)ccc1C (configuration not stated) | 5 | 9 | -9 | -16 | 3 | -1 | x | -1 | 5 | x | 1.3
Cc1ccc(NC(=O)C2CCCN(S(=O)(=O)c3cccnc3)C2)c(C)c1 (configuration not stated) | 4 | 3 | -3 | 22 | 1 | -7 | 0 | -13 | 10 | 2 | -0.1
